LMPTP block – LMPTP (human) inhibition. recombinant LMPTP-A, OMFP fluorogenic substrate, fluorescence intensity. inhibition, % at 20 µM. 360,000 tested, 0.22% active;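 active = compounds that cut the enzyme signal by at least half of the control window in the single-dose screen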;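 note: plate controls were DMSO wells with enzyme plus substrate for no effect and substrate without enzyme for full effect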
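test system = LMPTP-A | amount = 0.625 nM LMPTP-A final | reagent = fluorogenic phosphatase substrate OMFP at 400 µM final | incubation = 50 min at room temperature | benchmarks = no-enzyme low control, uninhibited high control | medium = Bis-Tris pH 6.0, DTT, detergent | signal = fluorescence intensity of OMFP turnover product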
MT1-MMP act inh – inhibitors of human MT1-MMP activation. 360,000 tested, 0.061% active. HT1080 RFP-PRO-GFP cells, GFP/RFP ratio fluorescence, overnight; percent of plate control window, DMSO zero. GFP/RFP ratio change, % at 20 µM;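 active = GFP/RFP ratio change of at least 30% with cell ATP level not reduced by more than half and red fluorescence within 50% of control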; note: strong numbers were not always called active
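Assay system – RFP-PRO-GFP reporter HT1080 cells · Compound dosing – single dose of 20 µM compound, 1% DMSO final · Incubation – overnight compound exposure at 37 °C · Measure – GFP/RFP fluorescence ratio · Benchmarks – DMSO wells and RFP-L50D-GFP cells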
SKN-1 inh – inhibitors of C. elegans SKN-1. inhibition, % at 21.8 µM. C. elegans VP596 Pgst-4::GFP/RFP ratio, acrylamide-induced, 24 h. 360,000 tested, 0.49% active. AID 624304;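 active = interference check ratio from 0.5 to 1.5 plus GFP to RFP signal ratio inhibition reaching or exceeding a fixed threshold, cut at about 30% in these data, passing the limit was not always enough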; note: some compounds called inactive have numbers as strong as hits
SUMO1 PPI mod – SUMO1-SIM interaction modulation | P63165 | SUMO1 binding to a labelled peptide, TR-FRET, 1 h | inhibition, % at 20 µM | 360,000 tested, 0.33% active; in the data active = inhibition above about 37%
Target sequence (P63165 whole entry, looked up): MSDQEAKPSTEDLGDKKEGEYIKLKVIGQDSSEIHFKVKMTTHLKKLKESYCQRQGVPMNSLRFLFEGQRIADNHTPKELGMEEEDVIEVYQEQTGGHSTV
Rpn11 inh – blocks the human proteasome subunit Rpn11. calls only at 20 µM. 360,000 tested, 0.59% active. O00487. human 26S proteasome, Ub4-pepOG fluorescence polarization; 20S core pre-blocked with epoxomicin;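 active = inhibition at 20 µM, scaled to each plate's controls, above about 33%, limit read from the data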
Target sequence (O00487 whole entry, looked up): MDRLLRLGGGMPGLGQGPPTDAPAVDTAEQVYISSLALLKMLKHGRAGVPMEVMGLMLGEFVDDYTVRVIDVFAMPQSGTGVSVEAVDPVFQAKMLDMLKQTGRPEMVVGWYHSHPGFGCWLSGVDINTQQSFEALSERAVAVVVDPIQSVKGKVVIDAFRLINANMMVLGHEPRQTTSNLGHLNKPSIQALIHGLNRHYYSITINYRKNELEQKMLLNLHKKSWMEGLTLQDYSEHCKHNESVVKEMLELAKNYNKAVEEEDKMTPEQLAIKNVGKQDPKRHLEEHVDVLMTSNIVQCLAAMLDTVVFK
DNMT1 inh – DNMT1 (human) enzyme inhibition. P26358. DNMT1 molecular beacon, Hinp1I cleavage, fluorescence. inhibition (reported as % activation of signal), % at 10 µM. 360,000 tested, 0.83% active. AID 588458; in the data active = inhibition above about 50%
STEP block – STEP (human) phosphatase inhibition. P54829. 360,000 tested, 0.25% active. recombinant STEP, OMFP fluorogenic substrate, fluorescence. AID 588621. inhibition, % at 20 µM;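 active = inhibition at 20 µM, scaled per plate between control wells, above about 37%, limit read from the data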;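 note: 0% = DMSO with enzyme and substrate and 100% = substrate only without enzyme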
Target sequence (P54829 whole entry, looked up): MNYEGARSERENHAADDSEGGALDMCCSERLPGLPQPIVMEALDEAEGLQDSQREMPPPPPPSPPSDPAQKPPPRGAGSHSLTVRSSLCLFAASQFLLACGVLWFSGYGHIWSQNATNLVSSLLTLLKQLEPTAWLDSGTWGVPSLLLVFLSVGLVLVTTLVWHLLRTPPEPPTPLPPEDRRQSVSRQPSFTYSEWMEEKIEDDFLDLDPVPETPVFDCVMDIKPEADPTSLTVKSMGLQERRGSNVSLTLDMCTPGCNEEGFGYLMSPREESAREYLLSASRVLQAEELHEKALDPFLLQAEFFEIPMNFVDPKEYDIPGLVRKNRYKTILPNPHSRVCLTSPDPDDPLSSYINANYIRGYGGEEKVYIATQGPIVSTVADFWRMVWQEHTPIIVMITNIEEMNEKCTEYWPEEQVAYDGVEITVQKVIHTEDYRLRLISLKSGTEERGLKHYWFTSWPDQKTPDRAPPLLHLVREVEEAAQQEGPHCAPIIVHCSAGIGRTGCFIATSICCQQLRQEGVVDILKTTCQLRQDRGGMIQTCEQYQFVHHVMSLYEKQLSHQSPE
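Assay system: isolated STEP enzyme. Buffer or medium: pH 6.0 Bis-Tris with DTT and Tween 20. Also added: fluorogenic phosphatase substrate OMFP at 25 µM final. Dosing: 20 µM, 1% DMSO. Timing: 20 min reaction, room temperature, in the dark. Measured by: fluorescence intensity, excitation 480 nm, emission 540 nm. Evaluation: normalized % inhibition.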
Scp-1 inhibitor – Scp-1 (human) phosphatase inhibition. Q9GZU7. Recombinant Scp1, phosphopeptide, malachite green phosphate absorbance. inhibition, % at 20 µM. 340,000 tested, 0.88% active;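 active = inhibition above about 50% at 20 µM, limit read from the data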;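 note: plate controls were DMSO wells with enzyme for no effect and wells lacking enzyme for full effect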
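System: SCP-1 catalytic domain; Reagent: Phospho 17-mer peptide substrate; Doses: one concentration, 20 µM, with 1.0% DMSO; Incubation: 45 min room-temperature reaction, 5 min colour, 30 min stabiliser; Signal: Phosphate-binding colour reagent, absorbance read at 630 nm.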
NadD inh – blocks S. aureus nicotinate mononucleotide adenylyltransferase | purified NadD enzyme, colorimetric absorbance read-out | inhibition, % at 20 µM | 360,000 tested, 0.78% active | AID 602399; in the data active = inhibition above about 26%; note: some compounds past the cut are filed as inactive
CendR NRP1 mod – alters CendR peptide binding to human NRP-1; O14786; FAM-RPARPAR peptide binding to NRP-1, fluorescence polarization; inhibition, % at 25 µM; 360,000 tested, 0.85% active;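 active = inhibition or corrected inhibition above about 18%, plus a signal ratio from 0.5 to 1.5, limit read from the data, passing the limit was not always enough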; note: strong numbers were not always called active
Starred values were filed as active, the others as inactive; i = inactive; . = no result given. An unsorted share of the library; any-hit rate near 3.9%.

SMILES | LMPTP block | MT1-MMP act inh | SKN-1 inh | SUMO1 PPI mod | Rpn11 inh | DNMT1 inh | STEP block | Scp-1 inhibitor | NadD inh | CendR NRP1 mod
Cc1ccc(S(=O)(=O)N2CCC(=O)c3ccccc32)cc1 | -0.6 | -2 | 2 | -3 | i | 4 | 2 | . | -8 | 3
CCCn1c(C(O)c2ccc(OC)cc2)nc2ccccc21 (stereo not drawn) | -0.3 | 1 | -27 | -1 | i | 1 | 0 | -6 | 1 | 5
CCC1CN(C(=O)NCc2ccccc2)c2cc(Cl)ccc2O1 (stereo not drawn) | 0.9 | -3 | 16 | 1 | i | -1 | 1 | -4 | -6 | 10
COc1ccc(C(=O)NNC(=O)CN2CCC(n3nnc4cc(F)ccc43)CC2)cc1 | 1.2 | . | 6 | 2 | i | -2 | -1 | -6 | 2 | -16
COc1ccc(S(=O)(=O)c2c(N)n(Cc3ccco3)c3nc4ccccc4nc23)cc1 | 49* | -93 | 13 | 41* | i | 98* | 7 | 49 | 34* | -56
NCCCn1c(C(=O)c2cc(Cl)c(N)c(Cl)c2)c2ccc(C(F)(F)F)cc2[n+]1[O-] | -3.9 | 4 | 2 | -21 | i | 0 | 0 | -6 | -4 | -10
O=C(Nc1cccc(F)c1)c1cc(S(=O)(=O)N2CCOCC2)cs1 | -0.8 | 5 | 12 | 7 | i | -4 | 1 | -5 | -4 | -6
O=C(NCc1ccccn1)Nc1ccccc1 | -0.6 | 1 | -2 | 0 | i | 1 | -2 | 4 | -3 | 6
CCC1CCCCN1C(=O)CN1C(=O)c2ccccc2S1(=O)=O (stereo not drawn) | -0.1 | 3 | -17 | -3 | i | 2 | 1 | 1 | -4 | -3
O=C(Cn1ccnc1[N+](=O)[O-])N(CCO)CCO | -1.4 | 3 | 11 | -8 | i | 3 | -2 | . | -4 | -7
COc1cccc(Oc2c(C)oc3c(CN4CCOCC4)c(O)ccc3c2=O)c1 | -1.5 | -2 | 7 | -2 | i | 0 | -1 | 2 | 0 | -14
O=S(=O)(c1cccc(Br)c1)N1CCN(C(=S)NCC2CCCO2)CC1 (stereo not drawn) | -0.5 | 8 | -1 | 3 | i | 3 | 1 | 0 | -2 | 4
Cc1cccc(NC(=O)COC(=O)CNC(=O)C2CCCCC2)c1 | 0.1 | -3 | -16 | 2 | i | 2 | 0 | -7 | 5 | 13
Cc1cc(OCCN2CCOCC2)ccc1C(C)C | -0.8 | -4 | 3 | 3 | i | 1 | -2 | -15 | -3 | -1
CN(Cc1ccccc1)c1nc(N)c([N+](=O)[O-])c(Nc2cccc(F)c2)n1 | 1.2 | 2 | -1 | 1 | i | -4 | 0 | -2 | 3 | -17
Cc1sc2nc(CN(Cc3ccccc3)C(=O)NC3CCCCC3)[nH]c(=O)c2c1C | 1.8 | -12 | 16 | -1 | i | -1 | 6 | -5 | -2 | 8
CCSC(=N)N | -0.4 | 4 | 19 | -5 | i | 5 | -1 | -4 | 0 | 7
O=C(NC(=S)NC1CCSC1=O)c1ccc([N+](=O)[O-])cc1 (stereo not drawn) | -1.1 | -4 | 0 | -27 | i | 1 | 1 | . | -4 | -4
Cc1ccc(N(CC(=O)N/N=C/c2cc(C)n(-c3ccccc3)c2C)S(C)(=O)=O)c(C)c1 | 0.9 | 0 | 11 | -3 | i | -18 | 0 | 3 | 16 | -17
COc1ccc(CC(=O)O/N=C(\N)c2ccccn2)cc1 | 1.6 | 1 | -21 | -1 | i | 2 | 1 | -8 | -4 | -1
Cc1cccc(Oc2ccc(S(=O)(=O)N3CCCCC3)cc2NC(=O)C2=COCCO2)c1 | -3.1 | 2 | 11 | -4 | i | -8 | 1 | 0 | -4 | 10
CCN1CCN(c2ncc(C(=O)Nc3c(F)cc(F)cc3Br)c3ccccc23)CC1 | -0.5 | -22 | 5 | -7 | i | 11 | 1 | 1 | -9 | -14
CCN(C(=O)CSc1nnnn1-c1ccccc1)C1CCS(=O)(=O)C1 (stereo not drawn) | -1.8 | 1 | -4 | 3 | i | -1 | -2 | -5 | -5 | -12
COc1cccc(/C=N/NC(=O)CNC(=O)C2COc3ccccc3O2)c1O (stereo not drawn) | -0.6 | 2 | 1 | 0 | i | 1 | -3 | 1 | 5 | 2
N#C/C(=N/Nc1ccc(OC(F)(F)F)cc1)C(N)=S | 3.5 | -28 | 54* | -16 | i | -6 | 1 | -16 | 0 | -7
CCN(CCCNC(=O)COc1cc(=O)n(C)c2ccccc12)c1ccccc1 | -0.2 | 6 | 9 | -1 | i | -1 | -2 | -5 | 10 | 1
N/C(=N\OC(=O)CC1CCCCC1)c1cccnc1 | -0.7 | 1 | 3 | 2 | i | 2 | 1 | -6 | 4 | 10
CC(=O)Nc1cccc(NS(=O)(=O)c2ccccc2[N+](=O)[O-])c1 | -0.4 | 2 | 9 | -5 | i | 1 | 2 | -8 | 0 | 11
COc1cccc(N2CCc3c(C)nc4ccc(Cl)cc4c32)c1 | 11 | -10 | 14 | -2 | i | 0 | 3 | -3 | -6 | 4
C/C(CC(=O)Nc1ccc(F)cc1)=N\NC(=O)Cc1csc(N)n1 | -0.4 | 0 | 0 | 0 | i | -3 | -5 | -2 | -2 | -2
CCOc1ccc(N2CC(C(=O)NCCc3c[nH]c4ccc(C)cc34)CC2=O)cc1 (stereo not drawn) | -0.5 | -1 | -9 | -2 | i | -12 | 2 | -2 | 10 | 8
N#CCCN(CCC#N)S(=O)(=O)c1ccc(C(=O)Nc2nc(-c3ccccc3)c(C(=O)c3ccccc3)s2)cc1 | 0.5 | 8 | -9 | -38 | i | -7 | -3 | -4 | 36* | 0
C[C@H](CO)N1C[C@H](C)[C@@H](CN(C)Cc2ccncc2)Oc2c(NC(=O)Cc3ccccc3)cccc2C1=O | 2.5 | 0 | 4 | 4 | i | 4 | 3 | 5 | 1 | -8
CC(=O)c1cccc(S(=O)(=O)N2CCC(C(=O)OC3CCOC3=O)CC2)c1 (stereo not drawn) | -0.8 | -4 | 15 | 6 | i | 16 | -2 | 29 | 0 | -11
O=C(COC(=O)c1ccc2ncsc2c1)NCc1ccc(F)cc1 | -0.8 | -3 | -7 | 5 | i | 2 | 0 | -2 | -1 | -5
CC(C)Oc1ccccc1OCCCOc1cccc2cccnc12 | 1.4 | -8 | 3 | 1 | i | 0 | 1 | -27 | -1 | 15
Clc1cccc(Cl)c1CNCCCSc1ncccn1 | 0.2 | 1 | 6 | -1 | i | -4 | -6 | 1 | -8 | 0
CC(OC(=O)c1cc(Br)ccc1O)C(=O)Nc1ccc(S(=O)(=O)N2CCCC2)cc1 (stereo not drawn) | 2.0 | -8 | -10 | 12 | i | -2 | -1 | -15 | 0 | 25*
CC(Oc1ccc(Br)cc1)C(=O)Nc1ccncc1 (stereo not drawn) | 0.4 | -1 | -5 | -5 | i | -1 | 0 | -3 | 2 | -2
O=C(Cc1ccc(Br)cc1)Nc1nc2ccccc2[nH]1 | -0.6 | 3 | 4 | -4 | i | -1 | -2 | -1 | -4 | -18
COCCNC(=O)CCn1nc(-c2ccc(C)cc2)c2ccccc2c1=O | -1.2 | 2 | 5 | 2 | i | 1 | -1 | -2 | 2 | 3
Cc1ncc([N+](=O)[O-])n1CC(=O)Nc1ccccc1Cl | -1.3 | 0 | 0 | -6 | i | 0 | -3 | . | -1 | 7
O/N=C/c1cc(Br)ccc1OCc1ccccc1F | 0.5 | 2 | -6 | -5 | i | -6 | -3 | -9 | -12 | -3
Cc1[nH]nc2c(=S)[nH]c(=O)[nH]c12 | -5.8 | 5 | -17 | -17 | i | 4 | -2 | . | -2 | -5
CCOc1ccccc1C=NNC(=O)CCCCC(=O)NN=Cc1ccccc1OCC | -0.3 | 1 | 1 | 9 | i | -1 | -3 | -3 | 1 | 12
O=C(Cc1c(F)c(F)c(F)c(F)c1F)OC12CC3CC(C1)C(=O)C(C3)C2 | 1.3 | -2 | 11 | 1 | i | -1 | -1 | -5 | 0 | -37
CC(C(=O)NCc1ccccn1)N1C(=O)c2ccccc2C1=O (stereo not drawn) | -2.3 | 5 | 3 | -4 | i | 1 | 2 | -8 | -4 | -12
CCN(CC(=O)NCc1cccs1)C(=O)CCOc1ccccc1 | -1.6 | -2 | -5 | 3 | i | -1 | -4 | -3 | 0 | -4
CCN(c1ccccc1)S(=O)(=O)c1ccc(C(=O)Nc2nnc(COC)o2)cc1 | -1.1 | -1 | 12 | 2 | i | 1 | 0 | -6 | 11 | 0
CCOC(=O)/C(C#N)=C/C1=C(N2CCCC2)CC(C)(C)OC1 | 0.4 | -6 | -1 | -8 | i | -4 | -3 | -6 | -3 | -4

Arranged by SMILES length (high to low): some entries from above
SMILES | LMPTP block | MT1-MMP act inh | SKN-1 inh | SUMO1 PPI mod | Rpn11 inh | DNMT1 inh | STEP block | Scp-1 inhibitor | NadD inh | CendR NRP1 mod
CC(OC(=O)c1cc(Br)ccc1O)C(=O)Nc1ccc(S(=O)(=O)N2CCCC2)cc1 (stereo not drawn) | 2.0 | -8 | -10 | 12 | i | -2 | -1 | -15 | 0 | 25*
CCN(c1ccccc1)S(=O)(=O)c1ccc(C(=O)Nc2nnc(COC)o2)cc1 | -1.1 | -1 | 12 | 2 | i | 1 | 0 | -6 | 11 | 0
CCOc1ccccc1C=NNC(=O)CCCCC(=O)NN=Cc1ccccc1OCC | -0.3 | 1 | 1 | 9 | i | -1 | -3 | -3 | 1 | 12
CCOC(=O)/C(C#N)=C/C1=C(N2CCCC2)CC(C)(C)OC1 | 0.4 | -6 | -1 | -8 | i | -4 | -3 | -6 | -3 | -4
Cc1ncc([N+](=O)[O-])n1CC(=O)Nc1ccccc1Cl | -1.3 | 0 | 0 | -6 | i | 0 | -3 | . | -1 | 7
CC(C(=O)NCc1ccccn1)N1C(=O)c2ccccc2C1=O (stereo not drawn) | -2.3 | 5 | 3 | -4 | i | 1 | 2 | -8 | -4 | -12
CCN(CC(=O)NCc1cccs1)C(=O)CCOc1ccccc1 | -1.6 | -2 | -5 | 3 | i | -1 | -4 | -3 | 0 | -4
O=C(Cc1ccc(Br)cc1)Nc1nc2ccccc2[nH]1 | -0.6 | 3 | 4 | -4 | i | -1 | -2 | -1 | -4 | -18
CC(Oc1ccc(Br)cc1)C(=O)Nc1ccncc1 (stereo not drawn) | 0.4 | -1 | -5 | -5 | i | -1 | 0 | -3 | 2 | -2
O/N=C/c1cc(Br)ccc1OCc1ccccc1F | 0.5 | 2 | -6 | -5 | i | -6 | -3 | -9 | -12 | -3
